TEAD-YAP block: TEAD-YAP interaction inhibition; HEK-TIYL cells, TEAD-Gal4/YAP UAS-luciferase luminescence; inhibition, % at 9.12 µM; 640,000 compounds, 1.4% hits; AID 1259422; in the data active = inhibition above about 32%;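 note: 0% = median of test compound wells and 100% = reference inhibitor wells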
GPR151 activ: activators of human GPR151; PathHunter beta-arrestin GPR151 cells, luminescence; Q8TDV0; activation, % at 11.2 µM; 650,000 compounds, 1% hits; AID 1508602; in the data active = activation above about 4.9%;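 note: 0% = median of compound wells and 100% = cells with positive control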
FBW7 activator: human FBW7 E3 ligase activation, primary screen; normalized activity (activation), % at 26.1 µM; Q969H0; AID 1259310; 650,000 compounds, 0.13% hits; AlphaScreen FBW7–phospho-cyclin E peptide binding, activator screen; in the data active = normalized activity above about 1.9%;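 note: purified mutant Fbw7 with reduced substrate affinity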
Target sequence (Q969H0 whole entry, looked up): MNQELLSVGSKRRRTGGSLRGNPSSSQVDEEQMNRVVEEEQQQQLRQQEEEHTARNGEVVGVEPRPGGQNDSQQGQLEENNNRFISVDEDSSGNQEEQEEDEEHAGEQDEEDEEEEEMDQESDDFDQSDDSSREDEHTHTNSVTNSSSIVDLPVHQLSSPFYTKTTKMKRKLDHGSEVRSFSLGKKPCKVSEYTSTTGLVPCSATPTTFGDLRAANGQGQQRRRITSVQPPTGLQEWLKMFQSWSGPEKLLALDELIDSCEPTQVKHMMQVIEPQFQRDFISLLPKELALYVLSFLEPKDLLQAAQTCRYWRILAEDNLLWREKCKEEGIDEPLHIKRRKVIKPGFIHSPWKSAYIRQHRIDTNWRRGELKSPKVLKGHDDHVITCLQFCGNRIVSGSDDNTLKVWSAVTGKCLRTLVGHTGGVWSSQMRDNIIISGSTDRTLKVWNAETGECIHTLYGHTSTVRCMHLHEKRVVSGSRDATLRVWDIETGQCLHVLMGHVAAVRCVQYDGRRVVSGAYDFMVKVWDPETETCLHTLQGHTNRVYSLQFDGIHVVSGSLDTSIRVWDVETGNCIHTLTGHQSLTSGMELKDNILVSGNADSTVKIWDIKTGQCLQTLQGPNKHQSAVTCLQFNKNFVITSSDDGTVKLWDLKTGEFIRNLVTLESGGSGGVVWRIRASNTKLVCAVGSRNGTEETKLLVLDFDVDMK
MITF primary: blocks human microphthalmia-associated transcription factor. O75030. AlphaScreen MITF homodimerization, bead proximity signal. inhibition, % at 2.6 µM. 650,000 compounds, 0.91% hits. AID 1259374; in the data active = inhibition above about 50%;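 note: 0% = vehicle wells with protein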
An asterisk follows results filed as active; x = no result given. Compounds were not picked by outcome; overall some 3.5% were active at least once.

SMILES,TEAD-YAP block,FBW7 activator,MITF primary,GPR151 activ
CCCN(CCC)CCNC(=O)c1ccc2nc(-c3ccccc3NC(C)=O)c(=O)[nH]c2c1,0,-0.2,-6,0.2
O=C1[C@H]2CCCN2C(=O)c2ccccc2N1Cc1ccccc1F,4,-0.1,17,-0.3
COc1cc([N+](=O)[O-])c(C)cc1NC(C)=O,3,-0.1,-2,-1.0
Cc1cccc(C)c1NC(=O)C1(O)CCCCC1,-7,0.0,4,-0.9
O=C1NCCN(Cc2ccc(F)c(F)c2)C1CC(=O)N1CCCO1 (centres undefined),-3,-0.1,-8,-0.8
c1ccc(OCCNc2nc(NCc3cccnc3)nc3c2ncn3-c2ccccc2)cc1,1,0.0,-1,-1.4
CC1Cc2ccccc2N1C(=O)c1cccc(I)c1 (centres undefined),10,0.2,9,-0.3
C/C(=N\NC(=O)Nc1ccccc1)c1ccc(C)cc1,3,0.5,13,-0.8
CCN1C(=O)C2C(c3ccco3)NC(C)(C(=O)OC)C2C1=O (centres undefined),8,-0.1,12,0.2
CCOC(=O)N1CCN(C(=O)CN2C(=O)COc3ccc(C)cc32)CC1,-5,0.1,-1,-1.4
COc1ccc(NC(=O)c2cc3ccc(O)cc3oc2=O)cc1,32,-0.1,6,-1.9
O=[N+]([O-])c1ccc(Oc2ccc(S(=O)(=O)Nc3ccc4c(c3)OCCO4)cc2)cc1,43*,-0.1,-16,1.1
COc1ccc(C(=O)NCc2ccc3c(c2)CCO3)cc1,-6,1.0,-1,-1.6
CCCCNS(=O)(=O)c1ccc(Cl)c(C(F)(F)F)c1,6,0.1,1,-0.5
Cc1ccc(CNC(=O)C(=O)NC(C)C)cc1,5,0.0,-12,1.1
CC(C)CC1NC(=O)N(CC(=O)Nc2cccc(I)c2)C1=O (centres undefined),0,0.0,-4,8.8*
COc1ccc(OCC(=O)NCCSCc2c(F)cccc2Cl)cc1,-1,0.4,-3,-0.2
Nc1nc2c(nc(Br)n2C2OC3COP(=O)(O)O[C@@H]3C2O)c(=O)[nH]1 (some centres undefined),1,0.1,-1,1.5
CCCN1CCN(C(=O)c2oc(=O)c3ccccc3c2-c2ccccc2)CC1,-21,-0.1,4,0.4
O=C(Nc1cccc(O)c1)c1nn2c(C(F)(F)F)cc(-c3ccccc3)nc2c1Br,8,-0.1,2,-0.4
O=C(Nc1ccc(NC(=O)c2cccs2)cc1)c1cc2ccccc2o1,2,-0.1,3,1.2
O=C(COc1ccc(Cl)cc1)Nc1ccc(S(=O)(=O)N2CCCC2)cc1,10,0.4,11,2.4
CCOC(=O)c1c(NC(=O)c2cccs2)sc2c1CCCCC2,4,-0.1,4,-0.4
Cc1ccc(S(=O)(=O)C(NC(=O)c2ccco2)=C(Cl)Cl)cc1,21,-0.1,4,1.2
CC1(C)Cc2c(c(N3CCOCC3)[nH]c(=S)c2C#N)CO1,13,0.0,0,0.0
N#Cc1cccc(Cn2nnc(-c3ccccc3)n2)c1,-18,0.5,-11,0.3
COc1cc2nc(C3CCC3)n(NC(=O)c3ccccc3Cl)c(=O)c2cc1OC,14,0.1,-15,-0.6
O=C(CS(=O)(=O)c1ccc(Cl)cc1)Nc1nc(-c2cccs2)cs1,-3,-0.3,13,1.1
O=C(Oc1ccccc1[N+](=O)[O-])N1CCCCC1,-4,0.0,4,3.4
COc1ccc(-c2cc(NCCN3CCOCC3)ncn2)cn1,-17,-0.1,-3,2.4
O=C(Cn1cnc2ccccc2c1=O)NCC(=O)NC1CCCCCC1,-7,0.0,14,-2.3
COCc1ccc(C(=O)NCc2nnc3n2CCN(Cc2cccc4ncccc24)CC3)o1,5,0.1,1,-0.7
O=C(NCC1CCCO1)C(=O)Nc1ccc(Cl)c(C(F)(F)F)c1 (centres undefined),-2,0.0,14,-0.4
CC1CCc2sc(NC(=O)c3ccc(Br)o3)c(C#N)c2C1 (centres undefined),-46,0.1,2,0.7
COc1ccc(CN2CCN(C(=O)c3ccco3)CC2)cc1,-4,0.1,39,0.7
O=C1c2cc(N3CCOCC3)c([N+](=O)[O-])cc2C(=O)N1CC1CCCO1 (centres undefined),4,0.1,12,0.1
O=C(CCCN1C(=O)c2ccccc2C1=O)Nc1ccc2ccccc2c1,-27,0.3,14,0.1
COC(=O)C1=C(C(=O)OC)SC(=C2C(=S)C(C)(C)N(C(=O)CN3C(=O)CCC3=O)c3ccc(OC)cc32)S1,-8,0.1,19,0.9
CCOC(=O)c1sc2nc(SCc3cccc([N+](=O)[O-])c3)n(Cc3cccc(Cl)c3)c(=O)c2c1C,-11,-0.1,-4,-0.7
Cc1cc(C(C)(N)C(=O)O)ccc1P(=O)(O)O (centres undefined),x,-0.1,0,-1.0
CC(C)N(CCNc1ccnc(Nc2ccc(N3CCOCC3)cc2)n1)C(C)C,-6,-0.1,3,0.0
O=C(O)CNCc1ccc(F)cc1,1,-0.2,1,-1.6
Cc1n[nH]c(C)c1CCN(C)Cc1c(C(=O)N2CCCCCCC2)nc2sccn12,-8,0.1,-19,1.4
COc1cccc(-c2cccc(NC(=O)C3CCN(CC4CCOC4)CC3)c2)c1 (centres undefined),-4,-0.1,3,0.4
COc1ccccc1C(=O)NNC(=S)Nc1ccccc1,-10,-0.2,-7,0.7
C=CCN1C(=O)CC(C(=O)OC)C12CCN(Cc1c[nH]c3ccccc13)CC2 (centres undefined),3,-0.1,9,-0.1
COc1ccc(NC(=O)CSc2nc(-c3ccccc3C)ns2)c(OC)c1,-9,1.3,-7,-1.2
Cc1cnc(N2CCC(N3CCOCC3)CC2)nc1NCc1nc2ccccc2[nH]1,-5,0.0,9,0.1
Nc1c2nc(-c3ccccc3)[nH]c(=O)c2nc(=O)n1-c1ccccc1,6,-0.2,17,1.1
CC(=O)Oc1ccc2nc(-c3ccc(C)c(C)c3)oc(=O)c2c1,9,-0.4,10,-1.3
CCN(CC)c1ccc2cc(-c3nnc(Nc4ccccc4F)s3)c(=O)oc2c1,2,0.0,-10,0.3
CCS(=O)(=O)n1nc(-c2ccc(OC)cc2)cc1N,-20,-0.1,-5,2.3
CCOC(=O)N1CCN(C(=O)c2ccc([N+](=O)[O-])cc2Cl)CC1,4,0.1,6,2.7
COC(=O)c1ccc(-n2nnnc2SCC(=O)Nc2ccc(C)c(C)c2)cc1,21,0.0,4,1.0
Cc1ccnc(SCc2cc(=O)c(OC(=O)c3ccc4ccccc4c3)co2)n1,-1,0.0,17,-1.6
Cc1ccc(C(=O)CSc2nc(-c3ccccc3)nc3c2CCCC3)cc1C,-8,0.3,0,-0.4

(listing goes on)
SMILES,TEAD-YAP block,FBW7 activator,MITF primary,GPR151 activ
O=C(Cc1c(F)cccc1Cl)Nc1ccc(S(=O)(=O)N2CCOCC2)cc1,5,0.0,7,-0.5
CCc1cccc(NC(=O)CSc2nc3ncccc3[nH]2)c1,-10,-0.1,2,-0.4
Cc1cc(=O)oc2cc(OC(=O)C(C)C)ccc12,-5,0.1,12,-1.1
CC(CCc1ccccc1)NC(=O)CN1CCN(c2ccc(O)cc2)CC1 (centres undefined),-4,0.0,-11,2.3
O=C(c1nn2c(c1Cl)NC(c1ccc(F)cc1)CC2C(F)(F)F)N1CCCC1 (centres undefined),5,0.1,-5,0.1
CC(C)(C)c1ccc(C(=O)Nc2nnc(-c3ccccc3F)s2)cc1,-2,0.0,0,0.6
NC(Cc1c[nH]c2ccccc12)C(=O)NCc1ccco1 (centres undefined),2,0.0,13,-0.8
COCC(C)n1c(SC/C(O)=C(\C#N)c2nc3ccccc3[nH]2)nc2ccccc2c1=O (centres undefined),6,-0.1,-4,0.9
O=C(Nc1cnc2ccccn2c1=O)c1ccc(Cl)cc1,-53,0.0,9,1.9
O=C(Cn1cnc2sc3c(c2c1=O)CCCC3)NCC(=O)Nc1ccc(C(F)(F)F)cc1,9,0.0,-6,0.4
CCC12CN3CC(CC)(CN(C1)C3c1ccccc1[N+](=O)[O-])C2=O (centres undefined),-1,0.0,7,-0.3
COc1ccccc1CNC(=O)CCc1ccc(S(=O)(=O)NC(C)(C)C)cc1,-3,0.5,24,-1.6
CCCOc1ccc(N2C(=O)NC(=O)C2=O)cc1OCCC,-1,0.3,27,-2.3
COc1ccc(O)c(C(=O)/C=C/c2ccccc2OC)c1,-2,0.5,4,-1.8
Cc1ccccc1N1CC(O)(c2ccc3c(c2)OCCO3)[N+]2=C1CCCC2 (centres undefined),-2,-0.3,0,0.8
O=C1c2ccccc2C(=O)N1N1C(=O)c2cccc3c(N4CCOCC4)ccc(c23)C1=O,-5,-0.2,-5,2.6
CC(=O)c1ccc(Nc2cccc(Br)c2)cc1,-58,0.1,5,1.0
CC1Oc2ccccc2N(CC(=O)N2CCCCCC2)C1=O (centres undefined),3,-0.1,9,-0.1
CN1CC=C2C(C#N)=C(N)C(C#N)(C#N)C(c3cccc4ccccc34)C2C1 (centres undefined),-2,-0.2,7,1.5
CC(=O)Nc1c(O)nc(SCc2ccccc2)[nH]c1=O,5,-0.1,6,1.3
c1ccc(-n2ncc3c(N4CCCc5ccccc54)ncnc32)cc1,-4,0.5,-11,-0.6
C=CCN1C(=O)CS/C1=N\NC(=O)c1ccccc1,-1,0.1,2,18*
CC1C=CCC2C(=O)N(c3cc(Cl)ccc3O)C(=O)C12 (centres undefined),5,-0.1,5,0.6
CCOc1ccc(NC(=O)CSc2nnc(Cn3cnc([N+](=O)[O-])n3)n2C)cc1,12,0.0,-1,1.8

Arranged by formula weight (ascending): part of the list above.
SMILES,TEAD-YAP block,FBW7 activator,MITF primary,GPR151 activ
C=CCN1C(=O)CS/C1=N\NC(=O)c1ccccc1,-1,0.1,2,18*
CN1CC=C2C(C#N)=C(N)C(C#N)(C#N)C(c3cccc4ccccc34)C2C1 (centres undefined),-2,-0.2,7,1.5
CCOc1ccc(NC(=O)CSc2nnc(Cn3cnc([N+](=O)[O-])n3)n2C)cc1,12,0.0,-1,1.8

(further entries)
SMILES,TEAD-YAP block,FBW7 activator,MITF primary,GPR151 activ
COc1cc(NS(=O)(=O)c2ccc(NC(=O)c3ccc(OC)c(OC)c3)cc2)ncn1,-2,-0.2,0,-0.1
COC(=O)c1ccc(OC)c(COC(C)=O)c1,3,0.0,15,3.0
Cc1cccc(N(CC(=O)Nc2ccccc2C(=O)O)S(C)(=O)=O)c1,3,0.0,-2,-1.0
COc1ccccc1/C=N/NC(=O)c1nc2nc(C)cc(C)n2n1,1,0.9,-1,0.9
CCOC(=O)C1CC2CN(C(=O)c3ccccc3)CC(C1)C2=O (centres undefined),-3,-0.1,-7,4.7
COc1ccccc1/C=N/OC(=O)c1ccc(C)cc1,4,0.0,4,1.5
COc1ccc(NC(=O)C2C3C=CC4(O3)C2C(=O)N(CCC2=CCCCC2)C4C(=O)NC2CCCCC2)cc1 (centres undefined),-5,-0.2,-3,-0.3
CCn1nnnc1SCC(=O)Nc1nc(-c2cccs2)cs1,-4,0.0,8,0.1

12 structures from above, arranged by length of the SMILES, low to high.
SMILES,TEAD-YAP block,FBW7 activator,MITF primary,GPR151 activ
COC(=O)c1ccc(OC)c(COC(C)=O)c1,3,0.0,15,3.0
COc1ccccc1/C=N/OC(=O)c1ccc(C)cc1,4,0.0,4,1.5
C=CCN1C(=O)CS/C1=N\NC(=O)c1ccccc1,-1,0.1,2,18*
CCn1nnnc1SCC(=O)Nc1nc(-c2cccs2)cs1,-4,0.0,8,0.1
CC(=O)Nc1c(O)nc(SCc2ccccc2)[nH]c1=O,5,-0.1,6,1.3
CC1C=CCC2C(=O)N(c3cc(Cl)ccc3O)C(=O)C12 (centres undefined),5,-0.1,5,0.6
COc1ccccc1/C=N/NC(=O)c1nc2nc(C)cc(C)n2n1,1,0.9,-1,0.9
Cc1cccc(N(CC(=O)Nc2ccccc2C(=O)O)S(C)(=O)=O)c1,3,0.0,-2,-1.0
CN1CC=C2C(C#N)=C(N)C(C#N)(C#N)C(c3cccc4ccccc34)C2C1 (centres undefined),-2,-0.2,7,1.5
CCOc1ccc(NC(=O)CSc2nnc(Cn3cnc([N+](=O)[O-])n3)n2C)cc1,12,0.0,-1,1.8
COc1cc(NS(=O)(=O)c2ccc(NC(=O)c3ccc(OC)c(OC)c3)cc2)ncn1,-2,-0.2,0,-0.1
COc1ccc(NC(=O)C2C3C=CC4(O3)C2C(=O)N(CCC2=CCCCC2)C4C(=O)NC2CCCCC2)cc1 (centres undefined),-5,-0.2,-3,-0.3

Remaining list, next part
SMILES,TEAD-YAP block,FBW7 activator,MITF primary,GPR151 activ
CCC(C)(C)NC(=O)c1cccc(NC(=O)C(C)C)c1,4,0.1,0,-0.3
O=C(O)c1ccc(Cn2nc(N3CCCCC3)ccc2=O)o1,-3,0.0,-6,0.5
Cn1c(=O)c2c(nc(Nc3ccccc3)n2CC(O)COc2ccccc2)n(C)c1=O (centres undefined),-5,1.2,8,-1.0
O=C(COc1ccccc1)NC(c1ccco1)c1cc(Cl)c2cccnc2c1O (centres undefined),85*,-0.4,25,-0.8
CCCc1cc(-n2ccnc2)n2c(nc3ccccc32)c1C#N,16,0.1,6,1.3
O=C(/C=C/c1ccc(Br)o1)NCc1ccccc1,0,0.0,7,1.6
COc1cccc(C(=O)Nc2c3c(nn2-c2ccccc2C)CS(=O)(=O)C3)c1OC,-25,-0.1,-7,-0.3
CC(=O)NN1C(=O)/C(=C/c2cccc(O)c2)SC1=S,7,-0.1,12,6.3*
C/C(=N\NC(=O)C1CC1c1ccccc1)C1CC1 (centres undefined),5,-0.1,14,-1.2
